EBV gp42 inh: inhibitors of Epstein-Barr virus glycoprotein 42. Q1HVG2. Fluorescence polarization binding assay, mP read-out. inhibition, % (tested at 21.74 µM). 220,000 compounds, 0.42% hits. AID 1085; in the data active = inhibition above about 50%
zfTRPN1 agonist: activates the zebrafish TRPN1 channel. HEK293 zebrafish TRPN1-YFP, Fluo-8 calcium fluorescence; 100% = response to 87 µM carbachol. 220,000 compounds, 0.18% hits. AID 1424. activation, % at 3 µM;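 active = activation above its plate's cutoff, the mean activation of test wells on that plate plus 3 SD, cut at about 19% in these data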;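 also: 0% = DMSO alone and 100% = 87 µM carbachol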
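Material: zebrafish TRPN1-YFP in HEK293 cells; Doses: single test compound dose, 3 µM nominal, 0.3% DMSO; Timing: dye loading 1 h at 37 °C, then 30 min room temperature; Technique: intracellular calcium fluorescence with Fluo-8; Benchmarks: high carbachol 87 µM, low DMSO alone.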
PPC-1+TRAIL kill: PPC-1 cancer cell killing with TRAIL present; PPC-1 cells + TRAIL, ATPLite viability luminescence; cell killing (% activity), % at 4 µM; 220,000 compounds, 0.41% hits;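 active = cell killing above 50% in the first pass at 4 µM, then a duplicate retest at 5 µM averaging 50% or more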;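 also: plate controls were cells with TRAIL plus DMSO for no effect and medium-only wells lacking cells for full effect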
Furin inhibitor: inhibitors of human furin. purified furin, fluorogenic substrate cleavage. inhibition, % at 30 µM. 220,000 compounds, 0.061% hits. AID 463115; in the data active = inhibition above about 25%; also: inactives centre near -15
KCC2 mod: modulates chloride dependent transport by human KCC2; KCC2 cells, thallium flux FluoZin-2 fluorescence; AID 1456; 190,000 compounds, 2.2% hits; Q9H2X9; B-score of Tl+ flux slope (higher = more flux/activation; lower = inhibition) at 10 µM;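 active = thallium flux slope and its plate-corrected score both differing from the plate sample mean at a set confidence after two filtering rounds, in either direction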;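 also: slope of fluorescence scaled to starting intensity during 10 to 20 s after thallium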
Target sequence (Q9H2X9 whole entry, looked up): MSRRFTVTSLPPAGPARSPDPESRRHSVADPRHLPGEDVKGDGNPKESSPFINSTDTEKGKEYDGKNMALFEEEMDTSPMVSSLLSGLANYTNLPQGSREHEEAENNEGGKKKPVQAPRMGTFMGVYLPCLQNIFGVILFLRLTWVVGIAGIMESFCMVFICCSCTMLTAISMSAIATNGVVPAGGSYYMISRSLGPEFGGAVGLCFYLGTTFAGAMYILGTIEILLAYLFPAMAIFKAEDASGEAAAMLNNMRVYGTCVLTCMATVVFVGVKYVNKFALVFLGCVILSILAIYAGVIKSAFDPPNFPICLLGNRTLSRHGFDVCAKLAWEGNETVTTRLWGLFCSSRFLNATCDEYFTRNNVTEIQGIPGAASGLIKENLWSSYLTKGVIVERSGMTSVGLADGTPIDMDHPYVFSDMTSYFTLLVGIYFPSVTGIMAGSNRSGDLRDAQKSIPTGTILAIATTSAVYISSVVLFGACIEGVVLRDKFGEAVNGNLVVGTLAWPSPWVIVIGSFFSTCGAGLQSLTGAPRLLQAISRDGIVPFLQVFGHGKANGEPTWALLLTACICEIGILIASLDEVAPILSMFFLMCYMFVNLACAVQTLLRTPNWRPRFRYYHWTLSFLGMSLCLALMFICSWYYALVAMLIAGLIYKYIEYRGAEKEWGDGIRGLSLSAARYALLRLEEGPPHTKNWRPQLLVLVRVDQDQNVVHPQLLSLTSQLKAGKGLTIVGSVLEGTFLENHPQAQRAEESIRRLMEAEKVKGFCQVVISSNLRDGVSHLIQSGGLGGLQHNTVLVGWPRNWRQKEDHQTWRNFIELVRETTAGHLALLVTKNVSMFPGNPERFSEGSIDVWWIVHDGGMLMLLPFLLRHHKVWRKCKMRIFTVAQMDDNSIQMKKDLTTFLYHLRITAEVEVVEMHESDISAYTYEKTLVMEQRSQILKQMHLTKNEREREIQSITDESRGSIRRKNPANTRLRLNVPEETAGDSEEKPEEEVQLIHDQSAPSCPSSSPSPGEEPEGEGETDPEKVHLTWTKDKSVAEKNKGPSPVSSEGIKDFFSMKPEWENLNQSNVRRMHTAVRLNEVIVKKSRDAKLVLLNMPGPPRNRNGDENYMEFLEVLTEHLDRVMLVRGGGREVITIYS
m-calpain inh: blocks pig calpain II enzyme activity | inhibition, % at 16 µM | 220,000 compounds, 0.37% hits | purified calpain II, fluorogenic peptide substrate, 30 min;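 active = inhibition above about 50%, limit read from the data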
Tb hexokinase: blocks Trypanosoma brucei hexokinase 1 activity | recombinant TbHK1, G6PDH-coupled NADH A340 | inhibition, % at 10 µM | 220,000 compounds, 0.11% hits | AID 1430;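 active = inhibition of 50% or more in the single-dose primary screen; inactive = inhibition below 50%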
TRPML3 agonist: agonists of human TRPML3 channel; Q8TDD5; HEK293 TRPML3-YFP, Fluo-8 calcium fluorescence; 100% = the carbachol control signal; activation, % at 3 µM; 220,000 compounds, 0.29% hits;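 active = activation above its plate's cutoff, the mean activation of the plate's test wells plus 3 SD, cut at about 12% in these data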;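 also: 0% = DMSO only wells and 100% = carbachol wells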
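system = HEK293 cells stably carrying human TRPML3-YFP | doses = one concentration, 3 µM nominal, 0.3% DMSO | timing = dye loading 1 h 37 °C then 30 min ambient, 125 s read | detection = Fluo-8 calcium dye fluorescence, ex 470-495, em 515-575 nm | benchmarks = high control carbachol 87 µM, low control DMSO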
Thrombin inh: thrombin (human) inhibition; alpha-thrombin, Boc-VPR-AMC fluorogenic substrate cleavage; inhibition, % at 5 µM; 220,000 compounds, 0.26% hits; AID 1046;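 active = inhibition at or above 40%; inactive = inhibition below 40%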;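 also: 0% = enzyme with no compound and 100% = wells without enzyme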
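signal = AMC fluorescence, 355/460 nm | material = human alpha-thrombin enzyme | control set = enzyme without compound as high, wells lacking enzyme as low | times = reaction at room temperature | read-out basis = percent inhibition scaled between no-compound controls and no-enzyme blanks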
Active calls of the source: *; · = not tested or not shown; [ ] = remark or other dose.

| smiles | EBV gp42 inh | zfTRPN1 agonist | PPC-1+TRAIL kill | Furin inhibitor | KCC2 mod | m-calpain inh | Tb hexokinase | TRPML3 agonist | Thrombin inh |
| --- | --- | --- | --- | --- | --- | --- | --- | --- | --- |
| COc1ccc(C(c2nnnn2Cc2cccs2)N2CCN(c3ccccc3F)CC2)cc1 (centres undefined) | -4 | 1.2 | 1 | -23 | -4.1* | 31 | 2 | 0.5 | -5 |
| O=S(=O)(c1ccccc1)N(CC(O)CN1CCCCC1)c1ccccc1 (centres undefined) | -6 | 0.8 | 14 | -20[20 µM] | 0.87 | -12 | -1 | 0.4 | -2 |
| COC(=O)c1ccc(OC(C)C(=O)c2ccc(C)cc2)cc1 (centres undefined) | -13 | -2.0 | 15 | -16 | 0.33 | 2 | 0 | -0.3 | -3 |
| C(=N\n1cnnc1)/c1ccccc1OCCOc1ccccc1 | -4 | -0.9 | -4 | -15 | -1.9 | 3 | -16 | -0.6 | -8 |
| Cc1ccc(-n2ncc3c(=O)n(CC(=O)NCC4CCCO4)cnc32)cc1 (centres undefined) | -9 | 0.0 | 14 | -29 | 2 | -29 | -4 | -0.4 | -3 |
| CSCc1nc2scc(-c3ccccc3)c2c(=O)[nH]1 | -8 | -2.2 | -1 | -14 | 0.041 | 26 | 8 | 0.0 | 41* |
| COc1ccc(/C=N\NS(=O)(=O)c2ccc(C)cc2)cc1COc1ccccc1[N+](=O)[O-] | -4 | 0.1 | 4 | -17[20 µM] | -0.4 | -25 | 4 | 0.1 | 1 |
| CCN(CC)CCOC(=O)c1ccc(NC(=O)c2ccc(Cl)c(S(=O)(=O)N3CCCCCC3)c2)cc1 | -18 | 4.5 | 13 | -37 | 0.34 | 28 | 5 | 2.9 | -6 |
| CCN1C(=O)/C(=C\c2cn(-c3ccccc3)nc2-c2cccnc2)SC1=S | -25 | 1.9 | 18 | -11 | -0.0029 | 51* | -11 | 0.1 | -8 |
| COc1cccc(Nc2nnc(SCC(=O)N3CCOCC3)s2)c1 | -6 | 0.4 | 12 | -11 | · | -17 | -13 | 0.8 | -4 |
| O=C(O)c1cc(S(=O)(=O)N2CCN(c3ccccn3)CC2)ccc1Cl | -5 | -1.1 | 6 | -5 | 0.18 | 13 | -3 | 0.7 | · |
| N#Cc1c(Nc2ccc(F)cc2)sc(C(=O)c2ccc(F)cc2)c1N | -9 | -1.7 | 18 | -10[20 µM] | 0.013 | -33 | -15 | -0.1 | 3 |
| COCC(=O)NCCSc1c(C)[nH]c2ccccc12 | -15 | -0.2 | 5 | -17 | -0.61 | 16 | 0 | 1.0 | -9 |
| Cc1ccc(N(CC(=O)N/N=C/c2cc(C)n(-c3ccccc3C)c2C)S(C)(=O)=O)cc1 | -13 | -0.7 | -13 | -16 | 0.054 | -45 | -2 | -0.1 | -4 |
| Cc1nc(SCC(=O)N2CCN(c3ccccc3)CC2)c2oc3ccccc3c2n1 | -5 | 0.5 | -3 | -19 | -3.3 | -28 | -7 | 1.2 | 2 |
| O=C(CSc1nnc(Cc2cccs2)n1Cc1ccco1)Nc1cc(Cl)cc(Cl)c1 | 6 | 1.3 | 0 | -11 | · | 18 | 7 | -0.2 | -7 |
| COc1ccc(NC(=O)CC2SC(=NCc3ccccc3OC)NC2=O)cc1 (centres undefined) | -3 | 0.4 | -7 | -23 | -0.66 | -58 | 0 | 0.7 | 4 |
| COc1cccc(CC2(CO)CCCN(Cc3ccc(CO)o3)C2)c1 (centres undefined) | 2 | -0.8 | 15 | -18 | -0.57 | -4 | -2 | 0.8 | -5 |
| Cc1cc(NC(=O)c2cc(CC(C)C)on2)no1 | -2 | 1.0 | 4 | -14 | -0.025 | 33 | 2 | 1.7 | 0 |
| O=[N+]([O-])c1cc(/C=N/N/C(=N/c2ccccn2)c2ccccn2)ccc1O | -33 | -0.6 | 11 | -1 | -1.2 | 13 | -27 | -0.5 | -1 |

One compound at a time, from the list above:
CSCc1nc2scc(-c3ccccc3)c2c(=O)[nH]1 in the list: EBV gp42 inh = -8; zfTRPN1 agonist = -2.2; PPC-1+TRAIL kill = -1; Furin inhibitor = -14; KCC2 mod = 0.041; m-calpain inh = 26; Tb hexokinase = 8; TRPML3 agonist = 0.0; Thrombin inh = 41*
CCN(CC)CCOC(=O)c1ccc(NC(=O)c2ccc(Cl)c(S(=O)(=O)N3CCCCCC3)c2)cc1 in the list: EBV gp42 inh = -18; zfTRPN1 agonist = 4.5; PPC-1+TRAIL kill = 13; Furin inhibitor = -37; KCC2 mod = 0.34; m-calpain inh = 28; Tb hexokinase = 5; TRPML3 agonist = 2.9; Thrombin inh = -6

Additional records.
| smiles | EBV gp42 inh | zfTRPN1 agonist | PPC-1+TRAIL kill | Furin inhibitor | KCC2 mod | m-calpain inh | Tb hexokinase | TRPML3 agonist | Thrombin inh |
| --- | --- | --- | --- | --- | --- | --- | --- | --- | --- |
| COCC(C)NC(C(=O)Nc1ccc(C)c(Cl)c1)c1ccccc1 (centres undefined) | -21 | -0.9 | 26 | -21[20 µM] | -0.16 | 8 | 1 | 0.4 | -3 |
| COc1ccc(C(=O)Oc2cc(/C=N/NC(N)=S)ccc2OC)cc1 | -8 | -0.4 | 9 | -19[20 µM] | 0.0049 | 24 | -8 | 0.7 | 0 |
| CCc1noc(C)c1C(=O)N1CCOCC1 | -10 | 1.2 | 26 | -26[20 µM] | 0.26 | 5 | 4 | 0.1 | 6 |
| COC(=O)C1C(=O)NCC1c1ccc(C)cc1 (centres undefined) | -4 | -0.7 | -9 | -17[20 µM] | 1.8 | 16 | -5 | 0.7 | -5 |
| CCOC(=O)C1=C(O)/C(=C/c2cc(C)n(-c3ccccc3)c2C)N=C1C | -1 | 2.2 | -2 | -5 | 0.49 | -1 | -32 | 0.6 | -4 |
| O=C(Nc1cccc(S(=O)(=O)Nc2ccc(Cl)cc2)c1)c1cc2c(s1)CCCC2 | -20 | 0.2 | -5 | -23 | -1.1 | -24 | 8 | 0.4 | -6 |
| CCOC(=O)C1=C(C)OC(N)=C(C#N)C1c1cc(C)sc1C (centres undefined) | -1 | -1.0 | 1 | -11[20 µM] | -0.061 | -8 | -10 | -0.7 | 2 |
| Cc1ccccc1Nc1nc(N)nc(CSc2nnc3sc4ccccc4n23)n1 | -16 | 0.4 | 2 | -10 | · | 9 | -3 | 0.5 | -5 |
| Cc1cccc(OCCOC(=O)Nc2ccccc2)c1 | -16 | -1.9 | 22 | -20 | -0.75 | 9 | 7 | -0.1 | -4 |
| Cc1cccc(Nc2nc3c(S(=O)(=O)c4ccccc4)nnn3c3ccccc23)c1C | -4 | 0.1 | 24 | -20 | 0.034 | -388 | 3 | 0.8 | -16 |
| Cc1ccc(C(=O)N/C(=C/c2ccc(-c3cc(C(F)(F)F)ccc3Cl)o2)C(=O)NCc2cccnc2)cc1 | -11 | -0.7 | -4 | -12 | · | -101 | -36 | -0.6 | 4 |
| Cc1ccnc(SCCn2c(N3CCN(C)CC3)nc3c2c(=O)n(C)c(=O)n3C)n1 | -9 | 1.1 | -17 | -19 | -0.86 | -15 | -12 | 0.0 | -4 |
| COc1cccc(NC(=O)CSc2nc3ccccc3c3nc4ccccc4n23)c1 | -18 | -0.2 | 20 | -16 | -2.2 | -143 | -21 | 0.8 | -4 |
| COCc1[nH][nH]c(=O)c1C=Nc1ccc(Oc2ccccc2)cc1 | -3 | -0.7 | 10 | -9[20 µM] | -0.86 | 22 | -26 | -0.5 | -3 |
| Cc1nc(CCNC(=O)c2cc(COc3ccc(F)cc3Cl)on2)sc1C | 4 | -0.2 | 20 | -13 | -4 | -6 | -6 | -0.1 | -2 |
| CC1CCCCN1C(=O)Cn1c(=O)n(C2CCCCC2)c(=O)c2ccccc21 (centres undefined) | -13 | 0.8 | -7 | -27 | · | -16 | -1 | -0.8 | -10 |
| Cn1c(=O)[nH]c(=O)c2c1nc(NC1CCCCC1)n2CCO | -19 | · | 20 | -28 | 0.04 | -4 | 5 | · | -2 |
| COC(=O)[C@H](C)NC(=O)NCc1ccc(F)cc1 | -14 | -0.5 | 34 | -26[20 µM] | -0.0059 | -36 | -4 | 0.1 | -4 |
| Cc1cc(C(=O)Nc2ccc(S(=O)(=O)N3CCOCC3)cc2)c(C)o1 | -20 | -0.4 | 17 | -12 | 0.32 | 9 | -9 | -0.1 | -8 |
| Cc1ccc2nc(Nc3nc(CSc4nc5ccccc5s4)cc(=O)[nH]3)nc(C)c2c1 | -9 | -1.4 | 9 | -26 | -0.42 | -94 | -10 | 0.8 | -5 |

| smiles | EBV gp42 inh | zfTRPN1 agonist | PPC-1+TRAIL kill | Furin inhibitor | KCC2 mod | m-calpain inh | Tb hexokinase | TRPML3 agonist | Thrombin inh |
| --- | --- | --- | --- | --- | --- | --- | --- | --- | --- |
| CCn1cc(/C=C/C(=O)Nc2c(C)nn(Cc3ccccc3)c2C)cn1 | -17 | -0.1 | 24 | -24 | -0.48 | 0 | -6 | 0.3 | -1 |
| CCn1c(COc2cccc(C)c2)nnc1SCC(=O)Nc1cccc(C(=O)OC)c1 | -4 | 0.3 | 4 | -9 | 0.59 | 7 | -4 | 0.0 | -1 |
| CCOC(=O)c1c(C)[nH]c(C2=NNC(=Nc3ccc(OCC)cc3)SC2)c1C | 10 | -0.7 | 19 | -6 | 1.4 | -20 | -18 | 0.1 | -10 |
| O=C(NC(Cc1ccccc1)C(=O)O)/C(=C\c1ccc(F)cc1)NC(=O)c1ccccc1 (centres undefined) | 0 | 0.7 | 2 | -8 | · | -10 | 15 | 0.6 | -3 |
| Cc1ccc2[nH]c(=O)c(CN(Cc3cccs3)C(=S)NCC3CCCO3)cc2c1 (centres undefined) | -4 | -0.5 | 19 | -20 | 0.39 | -6 | -2 | 0.1 | -4 |
| C=CCn1c(SCC(=O)c2c(C)[nH]c3ccccc23)nnc1-c1ccncc1 | -8 | 1.8 | 10 | -4 | -0.49 | 21 | 3 | 0.3 | 17 |
| COc1ccc(COCCN2CCN(S(=O)(=O)c3ccccc3)CCC2=O)cc1 | -19 | · | 12 | -21 | -0.16 | -13 | -8 | · | 0 |
| C=CCSc1nc(C)c(CC(=O)OCCCC)c(=O)[nH]1 | 1 | -0.4 | 0 | -14 | 0.62 | -8 | 2 | 0.5 | -4 |
| Cc1[nH]c2ccccc2c1SCC(=O)N1CCN(c2ccccc2)CC1 | -5 | 0.3 | 19 | -6 | -3.9* | -22 | 0 | 0.9 | -2 |
| CC1(C2CC2)NC(=O)NC1=O (centres undefined) | -6 | 0.6 | 10 | -17[20 µM] | 0.53 | -4 | -4 | 0.3 | 0 |
| Cc1c(C(=O)NCC2CCCO2)oc2ccc(S(=O)(=O)N3CCCC3)cc12 (centres undefined) | -13 | 3.6 | -36 | -21 | 0.64 | -8 | -3 | 1.6 | 1 |
| Cc1cc(C(=O)Nc2sc3c(c2C#N)CCC3)no1 | 4 | 0.9 | 24 | -1[20 µM] | 1.2 | -17 | -15 | 1.3 | -7 |
| Cc1ccc(-c2nnc3ccc(SCC(=O)NCc4ccco4)nn23)cc1 | 4 | 0.2 | 11 | -6[20 µM] | · | -258 | -2 | 0.0 | 2 |
| CCOC12NC(=O)CC(=O)N1C(c1ccccc1)=CS2 (centres undefined) | -14 | -1.2 | 10 | -21 | -1.5 | -16 | 1 | 0.6 | 5 |
| CC(C)NC(=O)/C(=C\c1cccc([N+](=O)[O-])c1)NC(=O)c1ccccc1 | -6 | -0.1 | 12 | -17 | -0.71 | -18 | 1 | 0.0 | -5 |

Screening data from PubChem.
